High-throughput results deposited in PubChem by National Center for Advancing Translational Sciences (NCATS).
L3MBTL1 block = inhibitors of human L3MBTL1. Potency, µM (titrated, usually from 57.1 µM), inactives show at the highest dose activity, negative = inhibition, most hits filed as inhibitors. hit rate 0.66% among 230,000. AlphaScreen L3MBTL1–H3K9me1 peptide binding. Q9Y468; note: nearly all actives have a fitted effect of over 60% in size
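AlphaScreen assay: L3MBTL1 (50 nM final) was preincubated 30 min at room temperature with biotinylated H3(1-15)K9me1 peptide (75 nM final), then 30 min with library compounds; streptavidin donor and nickel chelate acceptor beads (10 ug/mL final) added, 30 min dark.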
Tau fluor cs = counter-screen for tau fibril formation inhibitors; tau K18 P301L Alexa594 fluorescence, heparin fibrillization; Potency, µM (top dose mostly 57.7 µM), for inactives: at the highest dose activity change, negative = decrease; hit rate 0.93% among 280,000; AID 1463; note: nearly all actives have a fitted effect of over 55% in size
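Human tau K18 P301L (15 uM unlabeled, 0.24 uM Alexa 594-labeled) in 100 mM sodium acetate pH 7 with 20 uM heparin, 6 hr at 37 C. ThT 30 uM added, 1 hr ambient; Alexa 594 FP and total fluorescence read at 555/632 nm.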
TexasRed fluor = Texas Red fluorescence interference in TRb-SRC2 counter-screen. Potency, µM (highest dose often 106 µM), without a hit: at the top dose fluorescence change, negative = quenching. TRb/SRC2 Texas Red total fluorescence interference. AID 1479. hit rate 0.29% among 280,000; active = well fitted curve in either direction with a large enough effect; inconclusive = small, poorly fitted or top-dose-only effect
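Human TRβ ligand-binding domain (0.6 uM) and Texas Red SRC2 peptide (20 nM) in Tris buffer with 1 uM T3 and 5% DMSO were incubated with pinned compound for 5 hr at ambient temperature. Total fluorescence was computed as S + 2P (555/632 nm).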
Tau ThT inhib = blocks human tau fibril formation measured by thioflavin T; P10636; recombinant tau K18 P301L, heparin-induced fibrillization, ThT fluorescence; Potency, µM (series often up to 57.4 µM), inactives show at the highest dose activity, negative = inhibition, most hits filed as inhibitors; hit rate 2.1% among 270,000; AID 1460; note: nearly all actives have a fitted effect of over 55% in size
Target sequence (P10636 561-689 P618L limits assumed): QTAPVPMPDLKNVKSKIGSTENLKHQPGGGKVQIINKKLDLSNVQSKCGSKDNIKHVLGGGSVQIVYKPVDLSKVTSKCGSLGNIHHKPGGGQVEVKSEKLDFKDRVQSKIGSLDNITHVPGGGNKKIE
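Using a mix of unlabeled (15 uM) and Alexa 594-labeled (0.24 uM) tau K18 P301L, heparin-triggered fibrillization over 6 hr at 37 C was scored by ThT fluorescence.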
TRb SRC2 PPI = disrupts binding of human TR beta to SRC2; hit rate 0.065% among 280,000; AID 1469; Potency, µM (highest dose often 106 µM), for inactives: top-dose activity change, negative = inhibition, hits mostly inhibitors; TRbeta-SRC2 peptide binding, fluorescence polarization; receptor liganded with 1 µM T3; P10828;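 note: plate controls were bound peptide for no effect and peptide without receptor for full effect; nearly all actives have a fitted effect of over 50% in size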
Target sequence (P10828 whole entry, looked up): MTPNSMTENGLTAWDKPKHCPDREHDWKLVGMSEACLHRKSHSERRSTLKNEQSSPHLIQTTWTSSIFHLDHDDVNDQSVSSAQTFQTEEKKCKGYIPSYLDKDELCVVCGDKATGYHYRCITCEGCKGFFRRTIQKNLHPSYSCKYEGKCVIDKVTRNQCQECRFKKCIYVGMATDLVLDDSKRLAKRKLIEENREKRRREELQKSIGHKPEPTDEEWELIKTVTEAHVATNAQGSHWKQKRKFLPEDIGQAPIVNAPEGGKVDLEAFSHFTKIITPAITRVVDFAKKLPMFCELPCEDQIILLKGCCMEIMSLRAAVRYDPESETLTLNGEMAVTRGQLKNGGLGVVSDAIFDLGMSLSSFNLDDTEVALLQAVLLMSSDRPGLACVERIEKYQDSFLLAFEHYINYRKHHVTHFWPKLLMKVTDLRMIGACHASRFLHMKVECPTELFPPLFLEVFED
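Quantitative HTS by FP: 0.6 uM TRb LBD, 20 nM labeled SRC2 20-mer, 1 uM T3, 5% DMSO; 5 hr ambient incubation; % activity per concentration and potencies from concentration series.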
ALDH1A1 inh = ALDH1A1 (human) enzyme inhibition | Purified ALDH1A1, NADH fluorescence, propionaldehyde substrate | Potency, µM (doses to about 75.3 µM), for the others: at the top dose activity, negative = inhibition, actives largely listed as inhibitors | AID 1030 | hit rate 7.3% among 220,000 | P00352; active = well fitted inhibition curve with a large enough effect, not every such curve was filed as active; inconclusive = small, poorly fitted or top-dose-only effect, or another doubt; inactive = no such curve, though single readings can be large or run the other way;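 note: plate controls were no enzyme wells and a reference inhibitor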
aGal spleen mod = inhibitors or activators of human alpha-galactosidase in spleen homogenate; P06280; human spleen homogenate, 4MU-alpha-Gal fluorescence, 40 min; Potency, µM (highest dose often 80 µM), for inactives: at the highest dose activity change, negative = inhibition, usual class: inhibitors; hit rate 0.008% among 240,000;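 note: 0% = enzyme with vehicle and -100% = no enzyme basal signal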
Target sequence (P06280 32-429 limits assumed): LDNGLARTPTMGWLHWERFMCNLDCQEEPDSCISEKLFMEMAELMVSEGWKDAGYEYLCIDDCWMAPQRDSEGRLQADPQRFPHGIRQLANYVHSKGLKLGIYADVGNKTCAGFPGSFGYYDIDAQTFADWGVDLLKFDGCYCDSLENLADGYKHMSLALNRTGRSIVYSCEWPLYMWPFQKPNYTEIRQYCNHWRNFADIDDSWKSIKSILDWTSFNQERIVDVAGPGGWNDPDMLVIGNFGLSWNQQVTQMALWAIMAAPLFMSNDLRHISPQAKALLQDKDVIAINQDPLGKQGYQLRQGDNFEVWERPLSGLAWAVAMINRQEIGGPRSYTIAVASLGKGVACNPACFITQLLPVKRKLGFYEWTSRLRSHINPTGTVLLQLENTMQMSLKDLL
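Fluorogenic readout (Ex 365/Em 440 nm) of 4-methylumbelliferone released from 1 mM 4-MU-alpha-galactoside by spleen homogenate, 40 min at 37C, pH 5.0. Data normalized to no-enzyme and enzyme controls; Hill-equation AC50 from compound titrations.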
Tau FP inhib = inhibitors of human tau fibril formation | K18 P301L tau heparin fibrillization, Alexa594 FP, 6 h | AID 1468 | P10636 | Potency, µM (titrated, usually from 57.7 µM), for inactives: at the highest dose activity, negative = inhibition, hits mostly inhibitors | hit rate 0.39% among 280,000; note: nearly all actives have a fitted effect of over 55% in size
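K18 P301L tau (15 uM unlabeled/0.24 uM Alexa 594-labeled, final) + compound + heparin 20 uM final; 100 mM NaOAc pH 7; 6 hr 37 C; ThT 30 uM final added, 1 hr RT; FP ex 555/em 632 nm.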
The depositor's hits bear a star; u = inconclusive; x = not tested or not shown; [ ] = dose if it differs, or a comment. Unless noted, calls come from the whole dose curve; as a rule, active = well fitted curve in the direction sought with a large enough effect; inconclusive = small, poorly fitted or top-dose-only effect, or another doubt; inactive = no such curve, though single readings can be large; an effect the other way counts as inactive or inconclusive. Unless noted, % is set by controls: 0 for no effect and ±100 for the full control effect; potency is the fitted concentration of half-maximal effect.

Compound,L3MBTL1 block,Tau fluor cs,TexasRed fluor,Tau ThT inhib,TRb SRC2 PPI,ALDH1A1 inh,aGal spleen mod,Tau FP inhib
O=C(Nc1ccccc1)C1CC=CCC1C(=O)OCC1CCCO1 (stereo unspecified),x,-3%,0%,3%,7%,-6%,3%,3%
Cc1noc(C)c1CSc1nc2sc(C)c(C)c2c(=O)n1-c1ccccc1,-2%,-9%,-5%,-12%,8%,u,9%,-3%
Cc1cccc(-c2noc(-c3ccc(NCc4ccccc4)c([N+](=O)[O-])c3)n2)c1,x,-1%,-2%,6%,-12%,x,x,3%
O=C(O)c1cc(-n2c(/C=C\c3ccc(F)cc3)nc3ccccc3c2=O)ccc1Cl,x,3%,-1%,0%,6%,x,x,4%
Cc1c(Cl)cccc1NC(=O)Nc1ccc2snnc2c1,x,10µM*[quencher],-1%,u,5%,x,x,18µM*
Fc1ccccc1-n1cn[nH]c1=S,3%,7%,-2%,3%,-10%,-15%,3%,9%
CC(C)(C)SCCNC(=O)/C=C/c1ccc([N+](=O)[O-])cc1,-2%,-8%,-6%,-9%,1%,u,0%,19%
Cc1onc(-c2ccccc2Cl)c1C(=O)N(Cc1nc(-c2ccccc2)no1)C1CCCCC1,x,-18%,-4%,-18%,4%,-3%,2%,-5%
Cc1cccc(C)c1N1CCc2cn[nH]c21,-6%,-8%,0%,-8%,3%,2%,-2%,3%
O=C(CSc1nnc(-c2ccncc2)n1Cc1ccco1)Nc1ccccc1Cl,-5%,-2%,3%,-8%,8%,5%,3%,4%
CC(C)CNC(=S)NNC(=O)c1csc2c1CCC(C)C2 (stereo unspecified),x,-20%,0%,-12%,2%,-5%,-4%,3%
O=C(NC(=S)N1CCOCC1)C12CC3CCC(CC(C3)C1)C2,4%,2%,5%,4%,-5%,-1%,-14%,2%
O=C(Cc1cn(Cc2cccc(Cl)c2)c2ccccc12)N1CCCC1,-6%,-11%,-1%,-14%,-8%,u,-3%,0%
CCO[C@H]1OC(C(=O)Nc2ccccc2)=C[C@@H](c2cn(C(C)=O)c3ccccc23)[C@@H]1CCCO,11%,-19%,0%,-18%,-11%,0%,-8%,7%
CCOC(=O)c1ccc(Nc2nnc(C)c3ccccc23)cc1,-1%,-17%,-5%,-17%,2%,x,-10%,-7%
Cc1ccc(Cn2c(SCC(=O)NCc3ccccc3Cl)nc3ccsc3c2=O)cc1,x,-7%,-1%,5%,-7%,x,x,-7%
COCc1cc(=O)[nH]c(-c2ccccc2)n1,9%,1%,1%,-4%,-2%,7%,-4%,10%
c1ccc(-n2c(-c3ccncc3)nnc2N2CCOCC2)cc1,5%,6%,0%,-5%,-4%,-2%,5%,2%
CC(C)n1c(-c2cccs2)nc2ccccc21,5%,8%,-1%,4%,-9%,u,3%,4%
CCOC(=O)NC(C(Cl)(Cl)Cl)S(=O)(=O)c1ccccc1 (stereo unspecified),5%,5%,1%,-1%,-1%,x,4%,-10%
CC(=O)c1[nH]c(C)c(C(=O)NCc2ccc(Cl)cc2)c1C,x,-11%,1122µM*[quencher],-11%,-25%,x,x,8%
CC(C)C1S/C(=N/N=C/c2cccs2)NC1=O (stereo unspecified),-4%,-2%,2%,-13%,-15%,u,1%,4%
O=C(CCN1C(=O)c2ccccc2S1(=O)=O)Nc1cccc2ccccc12,3%,0%,4%,-3%,5%,-2%,-4%,3%
CC1CC(Nc2ccccc2N)=CC(=O)O1 (stereo unspecified),x,-4%,-1%,-11%,1%,7%,-11%,3%
COc1ccc(N2CCN(c3oc(/C=C/c4cccc(OC)c4)nc3C#N)CC2)cc1,x,-14%,-1%,9%,-10%,x,x,10%
N#Cc1nc(COc2ccc(-c3ccccc3)cc2)oc1NCc1cccnc1,x,-29%,2%,-15%,-2%,2%,-13%,12%
Cc1ccccc1C(=O)Nc1ccccc1N1CCCCC1,73%[activator],-2%,2%,-2%,5%,3%,1%,3%
O=C(/C=C/c1ccco1)Nc1cccc(S(=O)(=O)N2CCOCC2)c1,u,-14%,-1%,-14%,-6%,4%,-2%,-14%
O=C(Cn1nc(-c2cccc(Cl)c2)ccc1=O)Nc1ccccc1Br,-8%,8%,-3%,7%,7%,0%,6%,-11%
CCc1cccc(NC(=O)CN(c2ccc(OC)cc2)S(=O)(=O)c2c(C)n[nH]c2C)c1,-8%,u,-1%,-9%,-1%,-3%,u,-3%
Cc1cccc(NC(=O)Cn2nc3c4ccccc4n(Cc4ccccc4)cc-3c2=O)c1,x,-1%,1%,4%,-6%,x,x,-2%
COc1ccc(-c2c(C)oc3cc(O)cc(O)c3c2=O)cc1OC,5%,-6%,-1%,-13%,-4%,1%,1%,4%
CCCCC(=O)Nc1ccc(C(=O)OCc2cc(=O)n3nc(C4CC4)sc3n2)cc1,x,-11%,1%,-13%,-4%,x,x,6%
NNC(=O)c1nn(-c2ccc(Cl)cc2)cc1O,-24%,-16%,-9%,u,-3%,u,-4%,0%
COc1ccc(C)cc1S(=O)(=O)N(C)CC(=O)NC1CCCC1,-12%,9%,-2%,0%,5%,u,-2%,4%
CCn1c2ccccc2c2cc(/C=N/n3c(-c4cc(C)[nH]n4)n[nH]c3=S)ccc21,-24%,u,-3%,-24%,8%,13µM*,-1%,3%
Cn1nnnc1SCCNCc1cccc2ccccc12,7%,0%,3%,-10%,0%,2%,-10%,-3%
CCn1c(CNC(=O)Cc2ccc(OC)cc2)nnc1SCC(=O)Nc1nccs1,x,0%,-6%,9%,-4%,14%,1%,-2%
Cc1onc(-c2ccccc2)c1C(=O)NCC1COc2ccccc2O1 (stereo unspecified),x,-16%,-7%,-9%,-1%,-7%,-12%,-13%
COc1c2ccoc2nc2c(OC)cccc12,x,-6%,1%,-20%,3%,u,7%,0%
COc1cccc(C(=O)N(CN2CCCC2=O)c2ccccc2OC)c1,0%,-4%,0%,-5%,-4%,6%,2%,1%
COc1ccc(C(=O)Cn2nnc(-c3cccs3)n2)cc1,6%,-16%,-6%,1%,0%,-13%,1%,-16%
CC(C)C(C(=O)Nc1ccccc1)N1C(=O)c2ccccc2C1=O (stereo unspecified),-13%,0%,-2%,5%,0%,4%,24%,3%
CO[C@H]1COC(=O)[C@H](C)NC(=O)C/C=C\[C@@H](C)[C@H](OC)COC(=O)[C@@H](OCc2ccccc2)/C=C\[C@@H]1C,x,-7%[11.6 µM],2%[11.2 µM],-8%[11.5 µM],1%[11.2 µM],5%[13.5 µM],4%[17.5 µM],0%[11.6 µM]
COc1cccc(C=Nc2ccc3c(c2)OCCO3)c1O,-6%,-9%,-3%,u,-21%,u,-1%,0%
CC(=C/c1ccccc1)/C=N/NC(=O)c1cccs1,-2%,u,-2%,0%,5%,x,3%,u
Cc1nc2ncnn2c(C)c1CCC(=O)N1CCOCC1,1%,8%,1%,6%,2%,5%,-3%,7%
CCN(CC)c1ccc(NC(=O)CSc2nc(C)cc(=O)[nH]2)cc1,x,-4%,1%,-16%,1%,10%,7%,0%
CCN(CC)C(=O)C1=C(C)NC(=O)NC1c1c(F)cccc1Cl (stereo unspecified),5%,-2%,-6%,-1%,-2%,4%,-3%,-8%
CN(C)CCn1c(=O)n(-c2cccc(Cl)c2)c(=O)c2c3c(sc21)CCCCC3,-8%,-20%,2%,u,-2%,18%,5%,-4%

Taken from above:
Cn1nnnc1SCCNCc1cccc2ccccc12 – Tau ThT inhib = -10%
COCc1cc(=O)[nH]c(-c2ccccc2)n1 – aGal spleen mod = -4%

Next section:
Compound,L3MBTL1 block,Tau fluor cs,TexasRed fluor,Tau ThT inhib,TRb SRC2 PPI,ALDH1A1 inh,aGal spleen mod,Tau FP inhib
Cc1cc(C)cc(C#CC2C=CC(Oc3ccc(C4CCCC4)cc3)C(CO)O2)c1 (stereo unspecified),x,-5%[11.6 µM],2%[11.2 µM],-19%[11.5 µM],5%[11.2 µM],9%[13.5 µM],-2%[17.5 µM],4%[11.6 µM]
CCc1ccc(C(=O)C(C)OC(=O)C2COc3ccccc3O2)cc1 (stereo unspecified),25%,-14%,0%,-11%,-7%,5%,5%,-5%
COc1ccc(C(=O)N2CCc3cc(OC)c(OC)cc3C2)cc1OC,3%,-5%,1%,-10%,6%,-4%,0%,2%
Cc1ccc(Cl)cc1N(Cc1ccc(C(=O)NCc2cccnc2)cc1)S(=O)(=O)c1ccccc1,-11%,-24%,1%,-14%,-10%,-1%,1%,-5%
COc1ccc(Br)cc1CN1CCCC(C(=O)N2CCCCCC2)C1 (stereo unspecified),-5%,-5%,0%,-7%,5%,-10%,-3%,-2%
Cn1c(=O)c2c(nc(NC3CCCCC3)n2CC(O)COc2ccccc2)n(C)c1=O (stereo unspecified),1%,-19%,2%,-14%,4%,u,-2%,11%
O=C(NC(=S)N1CCCc2ccccc21)c1ccccc1,-6%,-20%,0%,u,-5%,u,-6%,9%
Cc1ccc(S(=O)(=O)N2CCCC2C(=O)N2CCCCCC2)cc1 (stereo unspecified),-15%,6%,5%,5%,-19%,9%,4%,5%
O=C(N/N=C1\CC2CC=CC12)c1ccc(O)cc1 (stereo unspecified),5%,-8%,1%,-9%,-2%,u,4%,u
Cn1c(=O)oc2cc(S(=O)(=O)N3CCCC(C(=O)N4CC=C(c5ccccc5)CC4)C3)ccc21 (stereo unspecified),-1%,-6%,0%,-14%,2%,u,8%,-2%
COc1ccc(N=c2oc3ccccc3cc2C(=O)Nc2ccccn2)cc1OC,21%,-4%,-2%,-10%,-8%,-1%,6%,-10%
Cc1ccc(Cn2nc(C)cc2C(=O)Nc2ccc(Cl)cc2)cc1,6%,u,-2%,7%,-7%,x,-22%,u
